Screens: PubChem BioAssay, several laboratories
IMP-1 inhibitor – blocks Pseudomonas aeruginosa IMP-1 metallo-beta-lactamase | purified IMP-1, nitrocefin hydrolysis, epi-absorbance fluorescence | inhibition, % at 5.6 µM | 0.45% of 290,000 active | AID 1556;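 active means inhibition above the mean plus 3 SD of all compounds in the same screening run, cut at about 4.5% in these data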;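 further: 0% = IMP-1 with DMSO and 100% = DMSO wells lacking enzyme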
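System: purified IMP-1 / Input: IMP-1 dispensed at 0.2 nM / Medium: 50 mM HEPES pH 7.1, 50 µM ZnSO4, 0.05% Brij 35 / Timing: 15 min enzyme–compound preincubation, then 25 min nitrocefin reaction, 25 °C / Technique: plate fluorescence quenching by hydrolysis product, ex 480/em 530 nm / Repeats: singlicate testing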
MEKK2 mut-MEK5 – signal of MEK5 binding to mutant human MEKK2 PB1 domain; bead flow cytometry, Alexa488-MEK5 binding to MEKK2 mutant; percent response, % at 10 µM; 0.35% of 290,000 active; in the data active means percent response above about 24%, passing the limit was not always enough; further: inactives centre near 1; some results filed as inactive read as strong as hits
NS3 helicase inh – HCV NS3 helicase inhibition. 0.56% of 290,000 active. inhibition, % at 10.9 µM. NS3 helicase DNA unwinding, Cy5 molecular beacon fluorescence;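 active means inhibition above the mean of all tested compounds plus 3 SD, set per campaign, cut at about 35% in these data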;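 further: 0% = DMSO wells and 100% = thioflavine S control wells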
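assay system = NS3 helicase fragment of HCV | buffer or medium = MOPS pH 6.5, MgCl2, DTT, Tween20, BSA | timing = 60 min unwinding reaction at 25 °C after ATP addition | signal = Cy5 beacon fluorescence read at start and 1 h | read-out basis = % inhibition of unwinding | control set = low DMSO, high thioflavine S at 110 µM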
NALP1 inh – NALP1 inhibition. S. cerevisiae NALP1/ASC/caspase-1 growth, X-gal OD620, 72 h. inhibition, % at 10 µM. 0.61% of 280,000 active. AID 2071; in the data active means inhibition mostly above about 24%, no sharp cut-off; inactive means mostly below about 32%; further: some compounds called inactive have numbers as strong as hits
SUMO HTRF inh – blocks human SUMOylation mediated by UBC9; HTRF SUMOylation assay, SAE1/SAE2 + UBC9, in vitro; 0.36% of 290,000 active; inhibition, % at 35 µM; in the data active means inhibition above about 50%, passing the limit was not always enough; further: strong numbers were not always called active
Target sequence (P63279 whole entry, looked up): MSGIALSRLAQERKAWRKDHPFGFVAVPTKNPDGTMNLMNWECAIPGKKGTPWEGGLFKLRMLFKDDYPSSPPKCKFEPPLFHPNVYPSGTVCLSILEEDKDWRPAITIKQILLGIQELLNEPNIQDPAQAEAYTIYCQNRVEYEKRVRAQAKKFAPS
VIM-2 inh – inhibitors of Pseudomonas aeruginosa VIM-2 metallo-beta-lactamase; purified VIM-2, nitrocefin hydrolysis, epi-absorbance fluorescence; 0.89% of 290,000 active; inhibition, % at 5.6 µM;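 active means inhibition above the mean of all tested compounds plus 3 SD, cutoff set per screening run, cut at about 7.5% in these data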;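 further: red hydrolysis product quenches plate fluorescence so inhibitors raise well fluorescence; 0% = enzyme with DMSO and 100% = DMSO without enzyme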
DNA FID counter – displaces DNA intercalator in HCV helicase counter-screen; DNA fluorescent intercalator displacement, fluorescence; 0.17% of 290,000 active; inhibition, % at 7.9 µM; in the data active means inhibition above about 37%;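 further: 0% = vehicle and 100% = reference compound; higher means more ethidium bromide displaced from hairpin DNA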
MEKK2 WT-MEK5 – raises or lowers MEK5 binding to wildtype human MEKK2 PB1 domain. Q9Y2U5. binding response (% of control), % at 10 µM. bead flow cytometry, Alexa488-MEK5 binding to MEKK2 WT; actives lie on both sides. AID 1531. 1.1% of 290,000 active; in the data active means binding response below about 67% or above about 130%
M18AAP inhibitor – PfM18AAP enzyme inhibition; recombinant PfM18AAP, H-Glu-NHMec fluorogenic cleavage; inhibition, % at 7.35 µM; 1.2% of 290,000 active; AID 1822;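 active means inhibition above the campaign mean inhibition over all tested compounds plus 3 SD, cut at about 28% in these data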;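 further: 0% = plate median of test compound wells and 100% = 2 mM ZnCl2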
* hit, by the source's call; · = no result given; & = joins results of further samples.

nr	compound	IMP-1 inhibitor	MEKK2 mut-MEK5	NS3 helicase inh	NALP1 inh	SUMO HTRF inh	VIM-2 inh	DNA FID counter	MEKK2 WT-MEK5	M18AAP inhibitor
1	Cc1cc(C)n(-c2nc(C)nc3c2cnn3-c2ccccc2)n1	0.2	·	-2	·	10	-2.7	1	·	5
2	CC(CC1CC(C)(C)OC1=O)C(=O)Nc1nncs1 (stereo not drawn)	-0.5	5	-2	-4	-6	-3.1	2	111	-4
3	CC(C)(C)C1=NN(C(=O)c2ccccc2)C(O)(C(C)(C)C)C1 (stereo not drawn)	-3.6	5	2	-10	-10	-4.4	-1	103	4
4	Fc1cccc(Cl)c1CSc1ccc(-c2ccco2)nn1	-2.2	-2	6	-7	32	-1.6	-10	100	-1
5	COCCn1c(SCC(=O)N2CCc3ccccc32)nc2c(c1=O)SC(C)C2 (stereo not drawn)	·	6	·	4	-7	·	·	101	·
6	Cc1ccc(-c2nnc(SC(C)C#N)n2N)cc1 (stereo not drawn)	0.1	6	3	13	-5	-3.8	-3	120	-2
7	CCOC(=O)C[N+]1(C)CCN(C(C)=O)CC1	-1.0	-7	-2	2	5	-0.2	3	95	-3
8	Cc1ccccc1OCC(=O)N/N=C/c1ccncc1	-2.5	-4	-8	20	-6	-0.9	-5	94	-2
9	CCC(=O)Nc1ccc(C(=O)Cn2ncc(Cl)c(Cl)c2=O)cc1	0.4	-4	30	10	31	0.3	-11	88	-16
10	c1ccc2c(c1)OCC(CNCC1COc3ccccc3O1)O2 (stereo not drawn)	-0.8	9	-7	2	-2	-1.6	1	111	-6
11	Cc1ccc(CC2C(=O)N(c3ncccn3)C(=O)C2C)cc1 (stereo not drawn)	4.9*	1	3	16	-2	0.6	2	106	0
12	Cc1ccccc1C1NC(=S)NC2=C1C(=O)CCC2 (stereo not drawn)	-1.6	-6	0	6	21	-2.0	0	93	1
13	Cc1ccc(C)c(N2CCN(C(=O)c3ccc(N4CCCC4=O)cc3)CC2)c1	-2.1	-1	-6	-12	14	-2.6	-56	91	2
14	Cc1cc(NC(=O)c2cc(Cl)ccc2Cl)no1	-0.6	5	-3	-9	11	-1.6	-2	106	-4
15	O=C(O)c1cnn2c(C(F)F)cc(C3CC3)nc12	-2.7	9	-3	5	19	-1.3	1	114	3
16	Cc1cc(C)n(C(=O)CNC(=O)c2ccc(Cl)cc2Cl)n1	-4.7	3	-1	14	-5	-1.2	-12	97	-6
17	COc1cc(CNCCN2CCOCC2)ccc1OCc1ccc(Cl)cc1Cl	-2.3	20	-72	9	-28	-4.3	23	120	-2
18	COc1ccc(C(=O)COC(=O)C(CCCCN2C(=O)C3C4C=CC(C4)C3C2=O)N2C(=O)C3C4C=CC(C4)C3C2=O)cc1 (stereo not drawn)	-1.0	-12	-23	-5	-2	-3.3	-44	88	-6
19	O=C(Nc1ccc(F)cc1)Nc1cc(S(=O)(=O)N2CCOCC2)ccc1N1CCCC1	-2.2	-3	-5	0	16	-0.4	-10	101	8
20	COc1ccc(C(c2nnnn2C(C)(C)C)N2CCN(C(=O)c3ccco3)CC2)cc1 (stereo not drawn)	1.4	-6	1	24	-1	2.6	-27	93	-10
21	O=C(NCC1CCCO1)c1cc(-c2ccccc2F)no1 (stereo not drawn)	-1.1	3	3	17	2	-4.0	-9	103	-2
22	CC(=O)NCc1c(Cl)cccc1-n1cccc1	-1.5	5	2	4	30	-8.8	-3	102	-2
23	COc1ccc(CNC(=O)c2noc(C(C)C)c2[N+](=O)[O-])cc1	-2.0	-1	9	15	2	-3.4	-4	98	3
24	COC(=O)C1=C(C)NC(C)=C(C(=O)OC)C1c1ccccc1[N+](=O)[O-]	-2.5	3&-64	0	16	10	2.9	-5	98&53	7
25	Nc1nc(-c2ccc(Br)cc2)c(S(=O)(=O)c2ccccc2)s1	-2.2	-1	-13	22	25	-0.7	-1	100	-2
26	COC(=O)/C=c1/s/c(=C(\C#N)C(=O)NCc2ccco2)n(-c2ccc(C)cc2)c1=O	-1.5	-3	20	4	29	-4.1	-8	97	0
27	Cc1c2cnn(CC(=O)NCc3ccccn3)c(=O)c2c(C)n1Cc1ccc(Cl)cc1	-3.3	-1	-1	21	14	-1.2	-39	100	2
28	O=C(Nc1nccs1)c1cc(S(=O)(=O)N2CCOCC2)c(Cl)cc1Cl	-1.9	1	-1	7	-9	-3.2	-6	101	-3
29	O=S1(=O)CCN2N=C(C34CC5CC(CC(C5)C3)C4)SC2=N1	-2.8	-3	-9	10	-6	0.7	-10	101	-11
30	COc1ccc(NC(=O)C(c2ccccn2)N(C(C)=O)c2ccc(C)cc2)cc1 (stereo not drawn)	-2.1	1	11	14	0	-2.4	-5	103	2
31	S=C(NCc1ccccc1)NNc1ccccc1	-1.2	4	-10	-2	-3	-2.3	4	104	23
32	NS(=O)(=O)c1ccc(NC(=O)Cc2c(F)cccc2Cl)cc1	-1.9	1	2	-5	-7	-1.8	0	97	1
33	COc1ccc(CC(=O)Nc2cc(S(=O)(=O)N3CCCCC3)ccc2N2CCN(C)CC2)cc1	1.8	-1	-79	14	10	1.1	39*	103	-5
34	CCCCC(=O)Nc1nc(C)c(-c2csc(Nc3cc(OC)ccc3OC)n2)s1	-2.1	1	-14	-28	16	-3.1	2	108	4
35	COc1cc(CCC(=O)Nc2ccc(S(=O)(=O)NC3=NCCCCC3)cc2)cc(OC)c1OC	-0.9	-7	2	15	20	0.4	-22	89	0
36	COCCCNc1nc2ccccc2[nH]c1=O	-4.0	-9	-8	13	5	0.2	-2	95	2
37	COC(=O)c1c(-c2cccc(OC)c2)csc1N	-1.0	0	-1	18	12	1.1	5	99	6
38	C=Cc1ccc(COC(=O)c2cn(CC)c3nc(C)ccc3c2=O)cc1	-0.9	4	3	17	-6	0.2	-31	108	0
39	CCOC(=O)c1sc(NC(=O)C2CC(=O)N(c3ccc(OC)cc3)C2)nc1C (stereo not drawn)	-3.0	-1	-10	-18	-6	-0.9	-22	97	0
40	OCCCNc1nccc(-c2cc(Nc3cccc(Cl)c3)ncn2)n1	·	-18	·	-9	6	·	·	89	·
41	CC[C@H](C)[C@H](NC(=O)CNC(=O)COc1cc2c(c3oc(=O)cc(C)c13)CCC(C)(C)O2)C(=O)O	-5.3	7	11	6	31	-0.8	-28	105	-6
42	CCOc1cccc2cc(C(C)=O)oc12	-1.1	-8	4	13	12	-1.6	1	88	-1
43	Clc1ccc(-c2nnc3n2CCCCS3)cc1	-0.5	-2	11	25	5	0.0	-2	101	3
44	COc1ccc(/C=N/NC(=O)Cn2ccnc2C)cc1OC	-2.5	2	0	-6	6	-3.0	-2	97	2
45	CC(=O)NCCn1c(SCC#N)nc2ccccc2c1=O	2.0	6	13	3	4	-0.4	2	103	5
46	COc1ccccc1CNC(=O)CN1CCN(Cc2ccc(Cl)cc2)C1=O	-3.2	0	-12	·	·	-0.8	-29	104	3
47	Oc1ccc(CCc2n[nH]c(=S)n2-c2ccc(F)cc2)cc1	-2.7	-4	-1	-7	1	-1.8	-10	96	29*
48	COc1cc(C2C(C#N)=C(N)Oc3n[nH]c(-c4cccnc4)c32)cc(Br)c1O (stereo not drawn)	-2.5	-1	-5	10	-10	1.0	11	90	11
49	COC(=O)c1ccc(NS(=O)(=O)c2cccc3cccnc23)cc1	-2.2	-1	9	15	7	-0.9	2	97	1
50	Cc1ccc(OC(=O)c2cccc(S(=O)(=O)N3CCCC3)c2)c(-n2nc3ccccc3n2)c1	-1.2	-1	-10	10	-7	-0.8	-19	100	-6
51	COc1cccc(Nc2c([N+](=O)[O-])cncc2[N+](=O)[O-])c1	0.6	-3	-7	18	17	-1.5	1	94	-9
52	CN(C)CCOc1ccc(Cl)cc1C(C)(C)C	-1.3	4	1	-3	11	-2.7	20	107	7
53	CC1=C(CC(=O)O)c2cc(F)ccc2/C1=C\c1ccc(S(C)=O)cc1 (stereo not drawn)	·	2	·	2	-3	·	·	107	·

Of the compounds above, 13 contain four or more nitrogen atoms:
nr	compound	IMP-1 inhibitor	MEKK2 mut-MEK5	NS3 helicase inh	NALP1 inh	SUMO HTRF inh	VIM-2 inh	DNA FID counter	MEKK2 WT-MEK5	M18AAP inhibitor
1	Cc1cc(C)n(-c2nc(C)nc3c2cnn3-c2ccccc2)n1	0.2	·	-2	·	10	-2.7	1	·	5
6	Cc1ccc(-c2nnc(SC(C)C#N)n2N)cc1 (stereo not drawn)	0.1	6	3	13	-5	-3.8	-3	120	-2
19	O=C(Nc1ccc(F)cc1)Nc1cc(S(=O)(=O)N2CCOCC2)ccc1N1CCCC1	-2.2	-3	-5	0	16	-0.4	-10	101	8
20	COc1ccc(C(c2nnnn2C(C)(C)C)N2CCN(C(=O)c3ccco3)CC2)cc1 (stereo not drawn)	1.4	-6	1	24	-1	2.6	-27	93	-10
27	Cc1c2cnn(CC(=O)NCc3ccccn3)c(=O)c2c(C)n1Cc1ccc(Cl)cc1	-3.3	-1	-1	21	14	-1.2	-39	100	2
33	COc1ccc(CC(=O)Nc2cc(S(=O)(=O)N3CCCCC3)ccc2N2CCN(C)CC2)cc1	1.8	-1	-79	14	10	1.1	39*	103	-5
34	CCCCC(=O)Nc1nc(C)c(-c2csc(Nc3cc(OC)ccc3OC)n2)s1	-2.1	1	-14	-28	16	-3.1	2	108	4
40	OCCCNc1nccc(-c2cc(Nc3cccc(Cl)c3)ncn2)n1	·	-18	·	-9	6	·	·	89	·
44	COc1ccc(/C=N/NC(=O)Cn2ccnc2C)cc1OC	-2.5	2	0	-6	6	-3.0	-2	97	2
45	CC(=O)NCCn1c(SCC#N)nc2ccccc2c1=O	2.0	6	13	3	4	-0.4	2	103	5
48	COc1cc(C2C(C#N)=C(N)Oc3n[nH]c(-c4cccnc4)c32)cc(Br)c1O (stereo not drawn)	-2.5	-1	-5	10	-10	1.0	11	90	11
50	Cc1ccc(OC(=O)c2cccc(S(=O)(=O)N3CCCC3)c2)c(-n2nc3ccccc3n2)c1	-1.2	-1	-10	10	-7	-0.8	-19	100	-6
51	COc1cccc(Nc2c([N+](=O)[O-])cncc2[N+](=O)[O-])c1	0.6	-3	-7	18	17	-1.5	1	94	-9
